Screening data deposited in PubChem by National Center for Advancing Translational Sciences (NCATS).
Luc counter: Kinase-Glo luciferase inhibition (counter-screen) | Kinase-Glo luciferase, ATP luminescence, 8 min | Potency, µM (series often up to 38.3 µM), for inactives: top-dose activity change, negative = inhibition, most hits filed as inhibitors | actives 0.28% (n = 200,000) | AID 1379; note: potency is the fitted concentration of half-maximal effect; % is set by controls: 0 for no effect and ±100 for the full control effect; nearly all actives have a fitted effect of over 60% in size
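Inhibition of Kinase-Glo luciferase light generation was assessed at 10 uM ATP in pH 7.2 imidazole buffer, with luminescence measured after eight minutes at ambient temperature.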
NPSR antag: blocks cAMP signaling of the human neuropeptide S receptor. Potency, µM (highest dose often 38.3 µM), for the others: at the highest dose activity change, negative = inhibition, actives largely listed as inhibitors. actives 1% (n = 220,000). CHO-NPSR cells, cAMP TR-FRET, antagonist mode. Q6W5P4. AID 1461; note: potency is the fitted concentration of half-maximal effect; % is set by controls: 0 for no effect and ±100 for the full control effect; nearly all actives have a fitted effect of over 50% in size; many of its hits are not listed in these tables
aGal spleen mod: inhibits or activates alpha-galactosidase in human spleen homogenate. P06280. Potency, µM (titrated, usually from 80 µM), for inactives: top-dose activity change, negative = inhibition, hits mostly inhibitors. human spleen homogenate, 4MU-alpha-Gal fluorescence, 40 min. actives 0.008% (n = 240,000);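 note: potency is the fitted concentration of half-maximal effect; 0% = enzyme with vehicle and -100% = no enzyme basal signal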
Target sequence (P06280 32-429 limits assumed): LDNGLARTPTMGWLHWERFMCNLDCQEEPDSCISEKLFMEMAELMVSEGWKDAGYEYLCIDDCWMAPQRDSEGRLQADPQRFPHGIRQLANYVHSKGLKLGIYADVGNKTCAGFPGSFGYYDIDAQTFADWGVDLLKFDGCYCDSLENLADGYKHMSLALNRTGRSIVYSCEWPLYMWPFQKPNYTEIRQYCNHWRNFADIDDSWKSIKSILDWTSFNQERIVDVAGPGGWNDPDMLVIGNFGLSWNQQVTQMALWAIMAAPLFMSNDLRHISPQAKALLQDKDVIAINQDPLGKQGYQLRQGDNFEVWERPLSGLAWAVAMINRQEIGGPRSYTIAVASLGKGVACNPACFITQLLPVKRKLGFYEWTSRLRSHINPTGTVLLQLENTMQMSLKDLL
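Fluorogenic readout (Ex 365/Em 440 nm) of 4-methylumbelliferone released from 1 mM 4-MU-alpha-galactoside by spleen homogenate, 40 min at 37C, pH 5.0. Data normalized to no-enzyme and enzyme controls; Hill-equation AC50 from compound titrations.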
IMPase Li cell: IMPase inhibition in cells with lithium potentiation; CHO-M1 cells, IP1 TR-FRET (IP-One), carbachol + lithium; Potency, µM (series often up to 59.4 µM), inactives show at the highest dose activity, negative = IMPase inhibition, usual class: inhibitors; actives 0.35% (n = 210,000);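 note: IP1 builds up when IMPase is blocked and the TR-FRET signal falls; potency is the fitted concentration of half-maximal effect; plate controls were basal vehicle for no effect and high inhibitor control for full effect; nearly all actives have a fitted effect of over 50% in size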
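CHO-M1, 2000 cells/well, 16–30 h culture; cpd + low Li+, 30 min 37C; lysis with d2-IP1/Eu-anti-IP1 Ab, 10 min RT; TR-FRET 665/620 ratio and 620 channel; AC50 via Hill.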
LMNA splice mod: modulators of lamin A splicing | actives 0.01% (n = 200,000) | Potency, µM (titrated, usually from 46.1 µM), inactives show at the highest dose ratio change, negative = inhibition, usual class: inhibitors | AID 1487 | HeLa LMNA splicing GFP/RFP minigene ratio, 48 h; active = well fitted inhibition curve with a large enough effect in the signal ratio, with a control signal flat, not every such curve was filed as active; inconclusive = small, poorly fitted or top-dose-only effect, or effect the other way, or a change in a side signal; the % refers to the signal ratio; note: potency is the fitted concentration of half-maximal effect; % is set by controls: 0 for no effect and ±100 for the full control effect
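S3 HeLa stable clones carrying a lamin A-EGFP splicing minigene plus DsRed2 were seeded at 600 cells/well in Opti-MEM with 2% FBS, pin-dosed and incubated 48 h at 37°C. Acumen cytometry (488 nm) gave the GFP/RFP total-intensity ratio.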
CBFb RUNX1 block: CBF-beta/RUNX1 interaction disruption. Q01196+Q13951. AlphaScreen CBFb-His/RUNX1-biotin binding, biochemical. Potency, µM (series often up to 59.8 µM), inactives show at the top dose activity, negative = inhibition, hits mostly inhibitors. 230,000 tested, under 10 active; note: % of control where 0% means no effect
Target sequence (Q01196 whole entry, looked up): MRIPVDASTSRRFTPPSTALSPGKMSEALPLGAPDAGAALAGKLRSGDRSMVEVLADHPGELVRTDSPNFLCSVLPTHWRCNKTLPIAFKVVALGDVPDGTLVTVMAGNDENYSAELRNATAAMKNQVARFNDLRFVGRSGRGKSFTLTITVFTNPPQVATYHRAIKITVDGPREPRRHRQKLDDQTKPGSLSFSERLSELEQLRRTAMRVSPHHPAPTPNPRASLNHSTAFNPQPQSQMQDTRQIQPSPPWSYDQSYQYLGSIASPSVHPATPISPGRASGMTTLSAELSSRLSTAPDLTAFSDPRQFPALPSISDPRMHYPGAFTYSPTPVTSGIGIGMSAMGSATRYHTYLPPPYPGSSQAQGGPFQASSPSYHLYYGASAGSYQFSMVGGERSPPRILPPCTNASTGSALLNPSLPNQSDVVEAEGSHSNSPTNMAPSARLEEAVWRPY
Target sequence (Q13951 whole entry, looked up): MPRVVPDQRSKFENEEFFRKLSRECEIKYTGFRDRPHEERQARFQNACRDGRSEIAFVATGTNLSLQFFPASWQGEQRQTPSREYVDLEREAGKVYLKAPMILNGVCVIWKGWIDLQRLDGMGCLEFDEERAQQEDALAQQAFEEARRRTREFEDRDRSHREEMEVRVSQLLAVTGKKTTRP
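Interaction loss through any mechanism counts as activity. Pre-formed complex of His-CBF-beta and biotin-RUNX1 (30 nM apiece) is incubated with compound 15 min, then with 50 ng nickel and 50 ng streptavidin beads for 90 min before AlphaScreen detection.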
Epigenetic reg: epigenetic control regulation, reporter derepression | murine LDR cells, GFP reporter derepression, 30 h | Potency, µM (series often up to 53.9 µM), for the others: at the top dose GFP activation, hits mostly activators | actives 0.2% (n = 280,000) | AID 1865; note: potency is the fitted concentration of half-maximal effect; % of control where 0% means no effect; nearly all actives have a fitted effect of over 60% in size
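In this reporter-derepression format, murine cells bearing a silenced integrated CMV-GFP locus incubate with test compound (30 h, 37 C), then are washed and imaged; fluorescent objects of 20–120 um count as induced cells.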
* marks the source's active call; other numbers are inactive results; ? = inconclusive; / = no result given; & = joins results of further samples; [ ] = another dose, or the depositor's remark. Unless noted, calls come from the whole dose curve; as a rule, active = well fitted curve in the direction sought with a large enough effect; inconclusive = small, poorly fitted or top-dose-only effect, or another doubt; inactive = no such curve, though single readings can be large; an effect the other way counts as inactive or inconclusive. An excerpt; the hit share may differ from the screen's.

SMILES	Luc counter	NPSR antag	aGal spleen mod	IMPase Li cell	LMNA splice mod	CBFb RUNX1 block	Epigenetic reg
NC(=O)COC(=O)c1cc([N+](=O)[O-])ccc1NCCO	/	-7%	0%	/	/	7%	-1.3%
COCCCn1c(=NC(=O)c2ccncc2)c(C#N)cc2c(=O)n3cccc(C)c3nc21	0%	-12%[46.1 µM]	?	-5%[38.3 µM]	13%	5%	-1.1%
COC(=O)CCC(=O)Nc1ccccc1C(=O)Nc1ccccc1	1%	4%[46.1 µM]	-9%	-11%[38.3 µM]	4%	0%	0.1%
COCCNC(=O)CN(CC1CCCO1)C(=O)CCC(=O)Nc1ccccn1 (centres undefined)	18%	2%[46.1 µM]	-5%	24%[38.3 µM]	8%	3%	1.9%
COc1ccc(CNC(=O)CN(C)S(=O)(=O)c2ccc(Cl)cc2)cc1	3%	11%	-4%	-16%	/	5%	-4.7%
C/C(=N/NC(=O)c1cc(O)c(O)c(O)c1)c1ccc([N+](=O)[O-])cc1	1%	-9%	-1%	22%	/	-8%	0.0%
CC(=O)C1=C(NC(=O)c2ccc(F)cc2)CC2C1C2(C)C (centres undefined)	-2%	-28%[46.1 µM]	-3%	14%[38.3 µM]	10%	-4%	0.1%
Cc1ccc(NC(=S)Nc2cccc3cnccc23)cc1	-1%	-2%	6%	-2%	/	-16%	-3.7%
Cn1ccs/c1=N\C(=O)Nc1cccc(Cl)c1	/	-2%	2%	3%	/	5%	-0.2%
O=P1(O)Oc2c(c(-c3ccccc3)cc3ccc4ccccc4c23)-c2c(-c3ccccc3)cc3ccc4ccccc4c3c2O1	-1%	/	7%	10%	/	-20%	-2.4%

Filtered by structure: those above with a nitro group on carbon (two)
SMILES	Luc counter	NPSR antag	aGal spleen mod	IMPase Li cell	LMNA splice mod	CBFb RUNX1 block	Epigenetic reg
NC(=O)COC(=O)c1cc([N+](=O)[O-])ccc1NCCO	/	-7%	0%	/	/	7%	-1.3%
C/C(=N/NC(=O)c1cc(O)c(O)c(O)c1)c1ccc([N+](=O)[O-])cc1	1%	-9%	-1%	22%	/	-8%	0.0%

(cont.)
SMILES	Luc counter	NPSR antag	aGal spleen mod	IMPase Li cell	LMNA splice mod	CBFb RUNX1 block	Epigenetic reg
Cc1ccc2c(c1)C=CC(C)(C)S2(=O)=O	1%	2%	6%	4%	-2%	-5%	-1.8%
O=c1c(-c2ccc(F)cc2)[n+]([O-])c2ccccc2n1OCc1ccccn1	0%	6%	4%	-2%	/	-2%	-0.7%[10.1 µM]
Cc1ccc(NC(=O)CCn2nc(C)cc2C)cc1	1%	6%[46.1 µM]	-7%	14%[38.3 µM]	16%	1%	-1.7%
O=C(Nc1ccccc1)Nc1ccc(Oc2cccnc2)nc1	/	0%	9%	/	/	3%	3.3%
O=C(CCc1ccccc1)Nc1cc(C(F)(F)F)ccc1Cl	-4%	-10%[46.1 µM]	6%	-2%[38.3 µM]	0%	10%	-1.1%
Cc1ccccc1N1C(=O)CC(c2c[nH]c3ccccc23)C1=O (centres undefined)	4%	-9%	0%	7%	15%[46 µM]	4%	0.0%
CC(=O)Nc1ccc(S(=O)(=O)N(C)CC(=O)NC2=NCCS2)cc1	2%	-9%[46.1 µM]	?	6%[38.3 µM]	8%	5%	-1.6%
Cc1ccc(C(=O)N/C(N)=N/c2nc3ccccc3o2)cc1	16%	6%[46.1 µM]	1%	22%[38.3 µM]	7%	0%	-2.6%
CCOc1ccc(NC(=O)NCCCN2CCCC2)cc1	-7%	-6%[46.1 µM]	1%	19%[38.3 µM]	-3%	-2%	0.0%
Nc1nc(CN2CCN(c3cccc(Cl)c3)CC2)nc(N2CCCc3ccccc32)n1	0%	-14%[46.1 µM]	2%	20%[38.3 µM]	-14%	-28%	-1.0%
CCCCCC1=C(C(=O)OC)C(C(=O)OCC)N(S(=O)(=O)C(F)(F)F)c2ccccc21 (centres undefined)	4%[39.9 µM]	/	1%	19%	/	21%	4.7%
O=C(Nc1ccccc1)c1ccc2snnc2c1	-3%	-38%	-9%	-1%	/	-1%	1.1%
CN(C)S(=O)(=O)c1cccc(NC(=O)CN2C(=O)C3C4C=CC(C4)C3C2=O)c1 (centres undefined)	3%	2%	-8%	-5%	-3%	9%	-0.9%
Cc1ccc(-c2ccc(/C=N/NC(N)=S)o2)cc1	/	6.3µM*	6%	/	/	-7%	?
CCOc1nc(-c2ccc(C)cc2)ccc1-c1noc(COC)n1	-3%	-4%[46.1 µM]	2%	26%[38.3 µM]	-16%	12%	0.0%
O=C(Nc1ccc(O)c2c(=O)cc(-c3ccccc3Cl)oc12)c1cccc(Cl)c1	-1%	-8%	9%&5%	5%	5%	12%	-0.6%
O=C1c2ccccc2C(=O)N1CC1c2ccccc2CCN1S(=O)(=O)c1cnc[nH]1 (centres undefined)	2%	-10%[46.1 µM]	?	10%[38.3 µM]	2%	-3%	0.0%
CCN1CCC[C@H]1CNC(=O)c1c(O)c(Cl)cc(Cl)c1OC	-3%&2%	-7%[46.1 µM]	8%&-17%&2%&-4%	2%&-9%&1%	-20%	8%	2.3%&1.1%&1.0%&-1.4%
C/C(=N\Nc1ccc(F)cc1F)c1ccccc1O	1%	-6%	1%	-2%	/	16%	0.7%
Cc1ccc(-c2nnc(SCC(=O)NNC(=O)COc3cccc(C)c3)n2C)cc1	2%	-5%[46.1 µM]	-1%	-9%[38.3 µM]	9%	0%	-1.3%

Single values from the results shown:
Entry for `Cc1ccc(-c2nnc(SCC(=O)NNC(=O)COc3cccc(C)c3)n2C)cc1` in Epigenetic reg: -1.3%
Entry for `CCOc1nc(-c2ccc(C)cc2)ccc1-c1noc(COC)n1` in IMPase Li cell: 26%[38.3 µM]

(listing goes on)
SMILES	Luc counter	NPSR antag	aGal spleen mod	IMPase Li cell	LMNA splice mod	CBFb RUNX1 block	Epigenetic reg
CCNC(=O)CCC(=O)Nc1cc(Cl)ccc1C	-3%	8%[7.67 µM]	-3%	3%[38.3 µM]	-2%	4%	-2.4%
Nc1ccc2c(c1)Nc1ccccc1CC2	1%	-3%	0%	-11%	-2%[46 µM]	-21%	2.1%
CC1=Nc2cccc3cccc(c23)N1C	-7%	-8%	9%	-4%	-8%	?	-1.3%
COc1ccc(N(CC(=O)Nc2ccccc2C(N)=O)S(=O)(=O)c2ccc(C)c([N+](=O)[O-])c2)cc1	3%	-35%	5%	-6%	-11%[46 µM]	-11%	-0.7%[10.1 µM]
COc1ccc(N2CCN(CC(=O)Nc3sccc3C#N)CC2)cc1	0%	4%	2%	14%	?	-10%	1.0%
CN1CCN(c2ccc(S(=O)(=O)N3CCCCC3)cc2NC(=O)c2cccc([N+](=O)[O-])c2)CC1	0%	-22%	0%	7%	/	3%	-1.6%
COc1ccc(C(=O)NC2(C(F)(F)F)C(=O)N(Cc3ccco3)C3=C2C(=O)CC(C)(C)C3)cc1OC (centres undefined)	-1%	-9%[46.1 µM]	-2%	-4%[38.3 µM]	-1%	-1%	-3.2%
CCCc1cc(=O)[nH]c(/N=C(/NC(=O)C(C)N2C(=O)c3ccccc3C2=O)Nc2ccccc2)n1 (centres undefined)	0%	-9%[46.1 µM]	7%	15%[38.3 µM]	0%	13%	-1.1%
CCn1c(NC(=O)c2ccc(C)cc2)c2ccccc2nc1=O	5%	-7%[46.1 µM]	12%	0%	-7%	7%	0.0%
CCOc1cccc(/C(O)=C2/C(=O)C(=O)N(CCOC)C2c2ccncc2)c1 (centres undefined)	/	1%[46.1 µM]	?	/	3%	-3%	-0.4%

NPSR antag, hit marks shown above.
structure | NPSR antag | IMPase Li cell | CBFb RUNX1 block | Epigenetic reg
Cc1ccc(-c2ccc(/C=N/NC(N)=S)o2)cc1 | 6.3µM* | / | -7% | ?

The results go on.
SMILES	Luc counter	NPSR antag	aGal spleen mod	IMPase Li cell	LMNA splice mod	CBFb RUNX1 block	Epigenetic reg
CC(C)CCN1CCN(Cc2nc3ccccc3s2)CC1CCO (centres undefined)	1%	15%	-4%	8%	22%[46 µM]	0%	0.0%
COc1ccccc1N1CCN(CCCCOc2cccc3ccccc23)CC1	2%	-37%	0%	3%	-14%	-12%	0.2%
Cc1nc(CCNC(=O)Cc2ccccc2)cs1	-1%	-11%[46.1 µM]	-9%	-14%[38.3 µM]	6%	3%	-0.9%
Cc1cccnc1NC(=O)Cn1nc(-c2ccccc2)oc1=S	1%	18%	3%	-4%	-1%	-3%	-1.8%
CCN(CC(=O)Nc1ccc2c(c1)OCCO2)S(=O)(=O)c1ccc(C)cc1	18%	4%[46.1 µM]	-4%	25%[38.3 µM]	-12%	2%	0.0%
CCC1(C)CC(CC(=O)O)(c2ccccc2OC)CCO1 (centres undefined)	-2%	12%[46.1 µM]	10%	16%[38.3 µM]	-2%	-1%	0.0%
Cc1ccc(C2CC(=O)C(C=NCCN3CCN(C(=S)Nc4ccc(F)cc4)CC3)=C(O)C2)cc1 (centres undefined)	4%	-13%	-6%	11%	/	-25%	0.1%
C#CCOCCOCCOCCNc1nc(N2CCN(C(=O)[C@H](CCC(=O)O)n3cc(C(N)Cc4ccc(O)cc4)nn3)CC2)nc(N2CCN(C(=O)[C@H](Cc3cc4ccccc4[nH]3)n3cc(C(N)[C@H](C)CC)nn3)CC2)n1 (some centres undefined)	/	-36%	8%	-1%	/	-9%	-0.8%
c1cncc(-c2nc(N3CCOCC3)c3ccccc3n2)c1	17%	-11%[46.1 µM]	2%	-13%[38.3 µM]	-18%	-8%	0.7%
CCOC(=O)c1c(NC(=O)CSc2nc(C)cc(C)c2C#N)sc(C(C)=O)c1C	0%	?	-3%	12%[38.3 µM]	4%	6%	-5.6%
O=C(CSc1nnc(-c2ccncc2)n1Cc1ccco1)Nc1nccs1	-3%	0%[46.1 µM]	6%	-2%	-11%	-7%	-0.8%
COc1ccccc1CNC(=O)CSc1cc(=O)n(C)c2ccccc12	/	0%	10%	2%	/	-3%	0.0%&1.1%
